Source: PubChem BioAssay (National Center for Advancing Translational Sciences (NCATS))
Cycloheximide cs: Cycloheximide Counterscreen for Small Molecule Inhibitors of Shiga Toxin; max response, %; AID 2314, 2010; cell reporter, cycloheximide protein synthesis inhibition counterscreen; 12% of 300,000 active; in the data active = max response mostly above about 13%, no sharp cut-off; inactive = mostly below about 14%; also: read at 38.3 µM for the half of the compounds with a filed dose; 0% is about no effect
TbPYK inhibitor: qHTS of Trypanosoma Brucei Inhibitors. TbPYK enzyme, Kinase-Glo Plus ATP luminescence, 45 min. pyruvate kinase (Trypanosoma brucei), Q57TT1. 0.12% of 410,000 active. Potency, µM (doses to about 76.8 µM), for the others: at the top dose activity, negative = inhibition, usual class: inhibitors; also: potency is read from the fitted curve at half-maximal effect; % is scaled to controls: 0 for no effect and ±100 for the full control effect; nearly all actives have a fitted effect of over 50% in size
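Readout: single end-point luminescence (Kinase-Glo Plus, 10 min). Reaction conditions were TbPYK/substrate plus 130 uM ADP, 45 min at RT, pH 7.2 TEA buffer. No-enzyme wells served as controls, and data were normalized before concentration-response fitting.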
Pf growth 48h: Primary qHTS for delayed death inhibitors of the malarial parasite plastid, 48 hour incubation; P. falciparum luciferase growth in erythrocytes, 48 h; Potency, µM (top dose mostly 28.7 µM), inactives show top-dose activity change, negative = inhibition, most hits filed as inhibitors; 5.9% of 310,000 active; AID 504832, 2011; also: potency is read from the fitted curve at half-maximal effect; % is scaled to controls: 0 for no effect and ±100 for the full control effect
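Luciferase-expressing P. falciparum in infected erythrocytes (2% hematocrit, 0.1% parasitemia final) in RPMI 1640/0.5% Albumax were exposed to compound for 48 hours at 37 C, 5% CO2; growth read as luminescence.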
LmPK inhibitor: qHTS Assay for Inhibitors of Leishmania Mexicana Pyruvate Kinase (LmPK); 0.37% of 290,000 active; AID 1721, 2009; purified LmPK, Kinase-Glo ATP luminescence, 1 h; Potency, µM (doses to about 57.5 µM), without a hit: at the highest dose activity change, negative = inhibition, actives largely listed as inhibitors; Q27686; also: potency is read from the fitted curve at half-maximal effect; % is scaled to controls: 0 for no effect and ±100 for the full control effect
Target sequence (Q27686 whole entry, looked up): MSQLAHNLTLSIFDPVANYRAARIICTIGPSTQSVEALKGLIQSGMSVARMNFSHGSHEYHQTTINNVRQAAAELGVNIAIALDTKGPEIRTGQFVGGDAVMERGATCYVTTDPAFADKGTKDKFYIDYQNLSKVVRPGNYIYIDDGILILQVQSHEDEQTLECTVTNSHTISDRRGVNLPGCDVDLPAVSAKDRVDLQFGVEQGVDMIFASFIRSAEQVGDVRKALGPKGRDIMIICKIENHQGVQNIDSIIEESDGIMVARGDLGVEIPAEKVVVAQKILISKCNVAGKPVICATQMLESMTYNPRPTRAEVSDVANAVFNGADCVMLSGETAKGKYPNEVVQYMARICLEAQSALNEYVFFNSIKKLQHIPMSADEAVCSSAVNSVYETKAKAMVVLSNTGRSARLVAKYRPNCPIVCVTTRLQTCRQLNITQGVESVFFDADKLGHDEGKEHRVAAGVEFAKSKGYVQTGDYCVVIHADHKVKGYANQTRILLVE
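Screened at intermediate enzyme activity to detect both inhibitors and activators: LmPK at 0.1 nM, with a 0.5 nM enzyme column as activation reference. PEP 0.5 mM, ADP 0.1 mM; ATP detected by luminescence after 1 h.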
Shiga inhibitor: A qHTS for Small Molecule Inhibitors of Shiga Toxin. 9.2% of 290,000 active. AID 2315, 2010. inhibition, % at 38.7 µM. Vero cells, Shiga toxin protein synthesis inhibition reporter; in the data active = inhibition mostly above about 28%, no sharp cut-off; inactive = mostly below about 43%; also: 0% is about no effect
AmpC no deterg: qHTS Inhibitors of AmpC Beta-Lactamase (assay without detergent). 0.52% of 330,000 active. P00811. Potency, µM (top dose mostly 57.1 µM), for inactives: at the highest dose activity change, negative = inhibition, actives largely listed as inhibitors. AmpC nitrocefin hydrolysis, absorbance 480 nm, 0.0001% Triton;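 also: potency is read from the fitted curve at half-maximal effect; plate controls were no compound for no effect and no enzyme for full effect; nearly all actives have a fitted effect of over 20% in size; some results filed as inactive show a strong effect at the top dose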
Target sequence (P00811 whole entry, looked up): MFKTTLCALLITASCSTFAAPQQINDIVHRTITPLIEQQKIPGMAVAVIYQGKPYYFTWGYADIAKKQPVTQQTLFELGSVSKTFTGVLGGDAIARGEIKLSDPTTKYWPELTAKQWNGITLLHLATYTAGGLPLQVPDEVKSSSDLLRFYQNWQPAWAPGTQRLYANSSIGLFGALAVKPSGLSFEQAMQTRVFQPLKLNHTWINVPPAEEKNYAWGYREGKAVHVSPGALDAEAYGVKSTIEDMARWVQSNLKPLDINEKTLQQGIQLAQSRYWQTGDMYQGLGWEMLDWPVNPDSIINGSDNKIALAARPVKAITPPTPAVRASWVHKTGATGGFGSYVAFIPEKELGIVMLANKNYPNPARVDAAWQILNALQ
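AmpC (5.3 nM in the dispensed reagent) in 20 mM phosphate pH 7.0 with 0.01% (detergent screen) or 0.0001% Triton X-100 was preincubated with compounds for 15 min at room temperature. Nitrocefin was then added from an 800 uM solution, and hydrolysis was followed at 480 nm.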
Pf growth 96h: Primary qHTS for delayed death inhibitors of the malarial parasite plastid, 96 hour incubation; P. falciparum luciferase reporter growth, 96 h; Potency, µM (highest dose often 28.7 µM), for inactives: at the top dose activity change, negative = inhibition, usual class: inhibitors; 6.9% of 320,000 active; AID 504834, 2011; also: potency is read from the fitted curve at half-maximal effect; % is scaled to controls: 0 for no effect and ±100 for the full control effect
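Two parasite generations (96 h, 37 C, 5% CO2) of compound exposure in infected erythrocytes (0.05% parasitemia, 2% hematocrit). Luciferase-reporter P. falciparum; decreased luminescence indicates inhibited growth, aimed at apicoplast-acting delayed death.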
* = called active by the depositor; i = inactive; ? = inconclusive; / = not tested or not shown; [ ] = dose if it differs, or a comment. Unless noted, calls follow the shape of the dose curve; as a rule, active = well fitted curve in the direction sought with a large enough effect; inconclusive = small, poorly fitted or top-dose-only effect, or another doubt; inactive = no such curve, though single readings can be large; an effect the other way counts as inactive or inconclusive. Outcome played no part in choosing rows. Share with any hit: about 22%.

entry | mol | Cycloheximide cs | TbPYK inhibitor | Pf growth 48h | LmPK inhibitor | Shiga inhibitor | AmpC no deterg | Pf growth 96h
1 | CCNc1nc(NC(C)C)nc(N(C#N)CCOc2ccc(Cl)cc2Cl)n1 | 8 | 5% | ? | -9% | -7 | -4% | /
2 | COc1cc(OC)c(OC)cc1CNCc1ccco1 | -3 | -9% | 28% | 1% | 26 | 5% | 38%[activator]
3 | Cc1ccc(-n2ncc3c(=O)n(CC(N)=O)cnc32)cc1 | -2 | 3% | 3% | 1% | -1 | -15% | -5%
4 | COc1ccc(CN(CC(=O)NCc2ccccc2)C(=O)CCC(=O)Nc2ccccn2)cc1 | -5 | -4% | 2% | -4% | -14 | 2% | -19%
5 | C/C(=N\OCC(=O)Nc1ccccc1C(=O)O)c1cccs1 | 34* | 5% | 91%[activator] | 10% | 98* | 0% | -1%
6 | CCc1ccc(CNC(=O)C2CCN(S(=O)(=O)N3CCC4(CC3)OCCO4)CC2)cc1 | -2 | -3% | -1% | 9% | -5 | 73%[activator] | -20%
7 | O=C(c1ccccc1)c1ccccc1N/C=C/c1nnnn1-c1ccccc1 | -1 | -5% | ? | 3% | -8 | -36% | ?
8 | O=C(O)CCCn1cc(NC(=O)COc2ccc(F)cc2)cn1 | -2 | -3% | 11% | 0% | -7 | -9% | ?
9 | CCN(CC)CCCNC(=O)Cn1ccc2ccccc2c1=O | -2 | -2% | 14% | 4% | -15 | -19% | 5%
10 | COCCOC(=O)c1[nH]c2c(c1C)C(=O)CC(c1ccc(OC)c(OC)c1)C2 (stereo not drawn) | -5 | 3% | -22% | 3% | 14 | 2% | 29%
11 | CC1CC(C)CN(S(=O)(=O)c2cc3c4c(c2)C(C)C(=O)N4CCC3)C1 (stereo not drawn) | -4 | -1% | -4% | 1% | 0 | 48% | 7%
12 | O=C1C(Nc2ccccc2)=C2CCCC=C2N1c1ccccc1 | 18 | 1% | i | -23% | 31 | 4% | -6%
13 | CCOc1ccc(CC(=O)NNC(=S)Nc2ccc(OC)c(OC)c2)cc1 | 9 | ? | -5% | 1% | -12 | -7% | -1%
14 | CCCNS(=O)(=O)c1ccc(OCC(=O)N2CCN(Cc3ccc4c(c3)OCO4)CC2)c(C)c1 | / | -9% | 9% | / | / | 127%[activator] | ?
15 | C1=CC2C3C=CC(C3)C2C1 (stereo not drawn) | / | -2% | 34%[activator] | / | / | 2% | 31%[activator]
16 | CC(=O)n1cc(C2C(=O)CC(C)(C)CC2=O)c2ccccc21 | -4 | -2% | 20% | 6% | 13 | -33% | /
17 | O=C1CCC(C(=O)OCc2cc(=O)oc3ccc4ccccc4c23)=NN1 | -2 | 2% | 107%[activator] | 3% | 2 | -20% | 38%[activator]
18 | C/C(=N\NC(=O)Cn1cc([N+](=O)[O-])cn1)c1ccc(O)cc1 | -3 | -4% | 10% | -5% | -10 | 0% | 8%
19 | CCOc1ccc(OCCC(=O)N(CCC2=CCCCC2)c2c(N)n(Cc3ccccc3)c(=O)[nH]c2=O)cc1 | / | 2% | ? | / | / | -19% | -4%
20 | COc1ccc(CCNC(=O)CC(=O)N/N=C/c2ccc(Br)cc2)cc1OC | 0 | -6% | 3% | 9% | 37 | 4% | 3%
21 | CCOC(=O)c1sc2nc3n(c(=O)c2c1C)CCC(C)CC3 (stereo not drawn) | 1 | -27% | / | 7% | -3 | -23% | -3%
22 | COc1ccc(-n2nc(C(=O)NCC(=O)Nc3cc(OC)c(OC)c(OC)c3)c3ccccc3c2=O)cc1Cl | -1 | -1% | ? | 6% | -7 | 107%[activator] | 11%
23 | COc1ccc(NCC(=O)Nc2ccc(C#N)cc2)cc1Cl | -2 | 9% | / | 2% | -20 | -36% | ?
24 | CCOC(=O)C(NC(C)=O)(N1CCOCC1)C(F)(F)F (stereo not drawn) | -6 | / | -8% | -4% | -10 | -9% | ?
25 | NC1=NS(=O)(=O)NC1c1cccc(F)c1 (stereo not drawn) | 9 | -7% | 3% | 7% | 19 | -16% | -58%
26 | CCc1ccc(/C=C2/C(=O)NC(=O)N2C(C)=O)cc1 | 37* | -3% | 95%[activator] | 0% | 24 | -21% | 61%[activator]
27 | CN(c1ccc(C(=O)NCCC2=CCCCC2)cc1)S(C)(=O)=O | 35* | -2% | 125%[activator] | -5% | 89* | / | 109%[activator]
28 | Cc1cc(=O)n2nc(N3CCCC(C(=O)NCc4ccco4)C3)sc2n1 (stereo not drawn) | -2 | -4% | -9% | -7% | -8 | -4% | ?
29 | Nc1nc2n(n1)C(c1ccccc1Cl)CC(c1ccc(F)cc1)N2 (stereo not drawn) | -3 | 2% | / | 4% | -6 | 24% | 1.7µM*
30 | O=C(NCc1ccc2c(c1)OCO2)c1nn2cccnc2c1Cl | 15 | -3% | ? | 1% | 13 | / | /
31 | COc1ccc(/C=N/OCC(=O)N2CC3(C)CC2CC(C)(C)C3)cc1 (stereo not drawn) | -2 | -2% | ? | 1% | -16 | 85%[activator] | -30%
32 | CCOC(=O)c1ccc(NS(=O)(=O)c2ccc(SC)cc2)cc1 | -4 | -1% | 10% | -8% | 3 | -12% | -19%
33 | O=S(=O)(c1cccc(-c2nn3c(-c4ccncc4)nnc3s2)c1)N1CCOCC1 | -3 | / | 3% | -1% | -21 | -18% | ?
34 | O=C(NCc1ccccc1F)C(=O)NCC1CCCN1S(=O)(=O)c1ccccc1 (stereo not drawn) | / | ? | ? | / | / | 35µM* | ?
35 | COc1ccc(NC2c3ccccc3C(=O)N2c2cccnc2)cc1Cl (stereo not drawn) | -7 | 0% | ? | 3% | -16 | -4% | ?
36 | COc1ccc(-c2ccc(-c3nnn(CC(C)=O)n3)cc2)cc1 | 35* | -5% | 176%[activator] | -2% | 93* | -1% | -1%
37 | Cc1ccc(NC(=O)CN2CCC(C(N)=O)CC2)cc1[N+](=O)[O-] | 16* | -4% | 8% | 2% | 26 | -18% | 27%
38 | CCOc1ccc(-c2nnc(N3CCOCC3)c3ccccc23)cc1 | 1 | 2% | ? | 1% | -22 | 4% | ?
39 | CC(=O)Nc1ccc(S(=O)(=O)NCC2CCC(C(=O)NCCC3=CCCCC3)CC2)cc1 (stereo not drawn) | -2 | 4% | / | 8% | -4 | 6% | ?
40 | N#Cc1nc(-c2ccc([N+](=O)[O-])cc2)oc1N1CCCCC1 | 0 | 4% | 31%[activator] | 0% | -15 | -10% | 13%
41 | CSc1cccc(NC(=O)CC(C)n2ccnc2)c1 (stereo not drawn) | 7 | -2% | 12% | -2% | -5 | -37% | 4%
42 | CC(C)OC(=O)c1ccc(NC(=O)c2cccc(-n3cnnn3)c2)cc1 | / | 0% | 12µM* | / | / | 1% | ?
43 | COc1cccc(-n2c(C)nnc2SCC#N)c1 | 1 | -13% | 8% | -5% | -6 | -7% | /
44 | COc1ccccc1N1CCN(CCN(C(=O)c2ccc(F)cc2)c2ccccn2)CC1 | / | 2% | ? | / | / | / | /
45 | CCCc1cc(C(=O)Cc2ccc(F)cc2)c(O)cc1O | -2 | 0% | -15% | 1% | 7 | -34% | /
46 | Cn1c(=O)c2c(nc(Oc3ccccc3Br)n2C)n(C)c1=O | -3 | -6% | -5% | 5% | -20 | -6% | 11%
47 | COc1ccc(-n2nc(C(=O)NCC(=O)N3CCN(c4ccccc4OC)CC3)c3ccccc3c2=O)c(OC)c1 | 25* | -4% | 1µM* | 4% | 73* | 164%[activator] | ?
48 | CS(=O)(=O)N(Cc1ccccc1)c1ccc(C(=O)Nc2ccc3c(c2)OCO3)cc1 | -2 | -8% | / | -2% | 33 | -6% | /
49 | COCCCNC(=O)c1ccc2c(c1)CCN2S(C)(=O)=O | -4 | -6% | -1% | 1% | 15 | / | 16%
50 | Cc1ccc(C(=O)N2CC(C)OC(C)C2)cc1S(=O)(=O)N1CCCCC1 (stereo not drawn) | / | 1% | ? | / | / | 0% | -11%
51 | COc1cc(OC)c(-c2nnc3n(CCc4ccccc4)c(=O)c4ccccc4n23)cc1OC | 6 | / | ? | 4% | 8 | 183%[activator] | ?
52 | COC(=O)c1ccc(N(CC(=O)NC2CCCC2)C(=O)CNC(=O)c2cccs2)cc1 | -2 | -2% | -8% | 3% | -11 | 0% | ?
53 | O=C(Nc1ccccc1C(=O)N/N=C/c1ccncc1)c1ccccc1 | 22 | ? | 423%[activator] | 25µM* | 17 | -13% | ?
54 | CCC(C(=O)N1CCc2cc(OC)c(OC)cc2C1)c1ccccc1 (stereo not drawn) | -1 | -15% | ? | -4% | 2 | 25% | ?
55 | CC1CCN(c2c(NCc3ccc(C(=O)N4CCc5ccccc54)cc3)c(=O)c2=O)CC1 | -3 | -5% | / | 8% | -1 | -20% | -105%
56 | Cn1c(CN2CCOCC2)nnc1SCC(N)=O | -2 | 2% | 71%[activator] | -5% | -8 | -20% | 0%
57 | Cc1ccc(NS(=O)(=O)c2c(C(=O)N3CCCCCC3)c(C)n(C)c2C)c(Cl)c1 | 6 | -6% | -12% | 0% | 3 | 65%[activator] | ?
58 | C[C@@H](C(=O)NCC1CCCO1)N1C(=O)N2CCc3c([nH]c4ccccc34)[C@@]2(C)C1=O (stereo partly drawn) | -1 | 3% | -29% | -9% | -3 | 100%[activator] | -2%
59 | S=C(c1ccc2c(c1)OCO2)N1CCOCC1 | -2 | -19% | ? | 1% | -5 | -5% | -7%
60 | O=C(CCCN1C(=O)/C(=C/c2ccccc2Cl)SC1=S)NNC(=O)c1ccccc1Cl | -7 | 4% | 0% | -6% | -15 | -33% | ?

Further results follow.
entry | mol | Cycloheximide cs | TbPYK inhibitor | Pf growth 48h | LmPK inhibitor | Shiga inhibitor | AmpC no deterg | Pf growth 96h
61 | Clc1ccc(-c2cc(-c3ccccc3)on2)cc1 | / | 2% | 229%[activator] | / | / | -12% | 170%[activator]
62 | Cc1[nH]c2ccccc2c1/C=C(\C#N)C(=O)NC(C)c1ccccc1 (stereo not drawn) | -3 | -5% | ? | -3% | -5 | -37% | ?
63 | Cc1ccc2cc(CN(C(=O)c3ccco3)c3ccccc3)c(=O)[nH]c2c1 | 23* | 2% | -10% | -1% | 30 | -17% | ?
64 | Cc1cc(C)c(NC(=O)C(C)OC(=O)c2cc(Br)c(Br)s2)c(C)c1 (stereo not drawn) | -1 | 2% | 1% | 2% | -10 | -5% | 19%
65 | CC(=O)OCCN(C)c1cc(SC(C)C)c2nonc2c1[N+](=O)[O-] | -5 | -14% | -18% | -8% | 11 | 10% | -5%
66 | COc1ccccc1C/C(N)=N/OC(=O)c1cccc([N+](=O)[O-])c1 | 5 | 3% | 12µM* | 0% | 47 | -20% | ?
